Assay outcomes: PubChem BioAssay, several laboratories
hcDAF-12 act = H. contortus DAF-12 nuclear receptor activators, primary screen, cell-based, luminescence, HEK293, lit1-tk-luc reporter. HEK293 hcDAF-12 lit1-tk-luc reporter; 0% DMSO, 100% Δ7-dafachronic acid. activation, % at 6.8 µM. hit rate 1.4% among 370,000;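 active means activation above the mean of all tested compounds plus 3 SD, cut at about 5.5% in these data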;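 further: 100% = response to 3 µM Δ7-dafachronic acid high control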
PLCb3 inh = human PLC-beta3 inhibitors, primary screen, biochemical, fluorescence. 1-phosphatidylinositol 4,5-bisphosphate phosphodiesterase beta-3 (Homo sapiens), Q01970. Purified PLC-beta3, fluorogenic substrate. inhibition, % at 12.2 µM. hit rate 0.18% among 370,000. AID 720704, 2013; in the data active means inhibition above about 11%;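 further: 0% = median of compound wells on plate and 100% = full blocker control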
Target sequence (Q01970 whole entry, looked up): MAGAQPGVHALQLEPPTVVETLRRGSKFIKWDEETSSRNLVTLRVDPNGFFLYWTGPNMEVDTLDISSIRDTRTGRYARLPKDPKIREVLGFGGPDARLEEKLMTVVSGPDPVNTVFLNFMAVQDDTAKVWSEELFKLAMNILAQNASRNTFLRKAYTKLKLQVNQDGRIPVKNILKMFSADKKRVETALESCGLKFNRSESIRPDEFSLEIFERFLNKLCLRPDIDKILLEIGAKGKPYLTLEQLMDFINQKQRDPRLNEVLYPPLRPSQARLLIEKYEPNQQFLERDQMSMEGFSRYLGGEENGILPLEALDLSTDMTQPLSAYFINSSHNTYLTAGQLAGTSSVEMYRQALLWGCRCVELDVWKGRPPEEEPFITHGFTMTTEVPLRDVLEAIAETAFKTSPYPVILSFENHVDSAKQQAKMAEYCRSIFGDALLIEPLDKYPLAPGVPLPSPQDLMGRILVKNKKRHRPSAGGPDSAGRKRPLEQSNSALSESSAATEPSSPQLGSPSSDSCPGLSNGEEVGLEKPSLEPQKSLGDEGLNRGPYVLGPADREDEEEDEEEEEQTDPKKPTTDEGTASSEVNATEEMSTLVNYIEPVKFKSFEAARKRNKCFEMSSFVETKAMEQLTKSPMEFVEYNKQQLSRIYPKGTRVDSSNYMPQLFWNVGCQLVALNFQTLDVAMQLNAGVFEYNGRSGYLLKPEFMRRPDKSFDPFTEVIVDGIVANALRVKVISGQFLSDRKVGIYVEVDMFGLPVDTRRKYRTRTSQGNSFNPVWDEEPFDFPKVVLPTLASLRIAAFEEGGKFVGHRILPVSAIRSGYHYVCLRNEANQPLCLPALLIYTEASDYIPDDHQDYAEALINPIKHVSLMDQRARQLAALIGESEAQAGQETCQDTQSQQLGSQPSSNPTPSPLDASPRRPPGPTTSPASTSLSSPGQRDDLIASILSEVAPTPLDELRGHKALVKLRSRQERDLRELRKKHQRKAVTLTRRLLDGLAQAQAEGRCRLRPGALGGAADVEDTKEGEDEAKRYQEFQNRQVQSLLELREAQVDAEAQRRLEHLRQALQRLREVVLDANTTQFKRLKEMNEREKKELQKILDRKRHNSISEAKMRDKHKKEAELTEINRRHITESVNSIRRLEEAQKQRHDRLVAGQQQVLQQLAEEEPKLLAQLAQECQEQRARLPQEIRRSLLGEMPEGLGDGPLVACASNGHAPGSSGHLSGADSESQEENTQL
ssDAF12 agonist = S. stercoralis DAF-12 nuclear receptor activators, primary screen, cell-based, luminescence, HEK293, GRIP1 co-expression, lit1-tk-luc; HEK293 ssDAF-12/GRIP1 lit1-tk-luc reporter; % of 3 µM dafachronic acid response; activation, % at 6.8 µM; hit rate 1% among 370,000; AID 652126, 2013;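 active means activation above the mean over all tested compounds plus 3 SD, cut at about 0.9% in these data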;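 further: 0% = DMSO-only wells and 100% = 3 µM delta7-dafachronic acid wells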
sPLA2-III inh = human group III sPLA2 inhibitors, primary screen, biochemical, QFRET, BODIPY PC-A2 liposome substrate; Group 3 secretory phospholipase A2 (Homo sapiens), Q9NZ20; QFRET BODIPY PC-A2 liposome hydrolysis, fluorescence; inhibition, % at 12.2 µM; hit rate 0.56% among 370,000; AID 743126, 2013;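 active means inhibition above mean plus 3 SD of compounds lying within the high and low control bounds, cut at about 19% in these data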;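 further: 0% = median of test compound wells and 100% = no enzyme DMSO wells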
PG9 Ab binder = binders of HIV-1 gp120 antibody PG9, primary screen, biochemical, TR-FRET. TR-FRET gp120-PG9 antibody binding. inhibition, % at 6.7 µM. hit rate 0.43% among 360,000; in the data active means inhibition above about 8.5%
Rev-erbA mod = modulators of Rev-erb alpha DNA binding, primary screen, biochemical, FITC-DNA, fluorescence polarization, uHTS; Nuclear receptor subfamily 1 group D member 1 (Homo sapiens), P20393; Rev-erbα–FITC-DNA binding, 90 min; activity, % at 10 µM; hit rate 0.79% among 370,000;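 active means activity above about 14%, limit read from the data; passing the limit was not always enough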;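 further: 0% = DMSO wells with 35 nM protein and 100% = DMSO wells with 750 nM protein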
SMARCA2 act = SMARCA2 (BRM) function activators, primary screen, cell-based, luminescence, high throughput; MG213 cells, MMTV-luciferase reporter, dexamethasone, overnight; activation, % at 9.1 µM; hit rate 1% among 370,000; in the data active means activation above about 7.8%;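 further: 0% = vehicle wells and 100% = reference activator wells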
hgDAF-12 ag = H. glycines DAF-12 receptor agonists, primary screen, cell-based, luminescence, HEK293, GAL4 fusion, UAS-luciferase; HEK293 GAL4-hgDAF12 UAS-luciferase reporter, agonist luminescence; normalized to butyrate control; activation, % at 6.8 µM; hit rate 1.8% among 370,000;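 active means activation above a cutoff set at the mean of all screened compounds plus 3 SD, cut at about 10% in these data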;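 further: 0% = DMSO wells and 100% = sodium butyrate wells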
DAX1 inh-1 = DAX1 (NR0B1) inhibitors, primary screen, cell-based, HEK293, Gal4-DAX1, luciferase luminescence | inhibition, % at 6.75 µM | Nuclear receptor subfamily 0 group B member 1 (Homo sapiens), P51843 | AID 504766, 2011 | HEK293 Gal4-DAX1 luciferase reporter | hit rate 0.99% among 340,000;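 active means inhibition above the mean over all tested compounds plus 3 SD, cut at about 4.2% in these data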;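 further: 0% = DAX1-transfected cells with DMSO and 100% = empty-vector control cells with DMSO; inhibition shows as a rise in luminescence from relieved DAX1 repression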
FXN GAA850 act = FXN promoter activators, primary screen, cell-based, luciferase luminescence, HEK293 lucGAA850. HEK293 lucGAA850 FXN promoter luciferase reporter, 24 h; percent of 10 µM SAHA response. activation, % at 6 µM. hit rate 0.56% among 360,000;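 active means activation above the average of all compounds screened plus 3 SD, cutoff fixed separately per campaign, cut at about 7.5% in these data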;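 further: 0% = DMSO wells and 100% = 10 µM SAHA wells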
DAX1 inh-2 = DAX1 (NR0B1) inhibitors on StAR promoter, primary screen, cell-based, luminescence, SF-1 (NR5A1), full-length DAX-1 | HEK293T StAR-luciferase reporter, SF-1/DAX-1 repression relief | inhibition, % at 6.8 µM | hit rate 1.1% among 370,000 | AID 652010, 2013;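 active means inhibition above the mean over all tested compounds plus 3 SD, cut at about 3.6% in these data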;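 further: 0% = DAX-1 cells with DMSO and 100% = cells lacking DAX-1 with DMSO; higher inhibition means more luminescence from relief of DAX-1 repression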
An asterisk follows results filed as active; i = inactive; x = not tested or not shown.

SMILES	hcDAF-12 act	PLCb3 inh	ssDAF12 agonist	sPLA2-III inh	PG9 Ab binder	Rev-erbA mod	SMARCA2 act	hgDAF-12 ag	DAX1 inh-1	FXN GAA850 act	DAX1 inh-2
CCN(C(=O)COC(=O)c1c(C)nn(-c2ccccc2)c1Cl)c1c(N)n(Cc2ccccc2)c(=O)[nH]c1=O	-0.8	0	-1.1	-9	1.8	2	3	1.4	0.0	-0.6	-1.2
O=C(NCCCc1ccccc1)c1ccc(-n2cncn2)c([N+](=O)[O-])c1	-0.6	-3	-1.2	-2	-0.9	-3	-1	-1.1	-0.4	-0.8	0.5
COc1ccccc1NC(=O)c1nn(C)c(C(=O)Nc2ccccc2OC)c1[N+](=O)[O-]	-1.6	1	-1.3	-2	1.2	1	-3	-0.8	0.7	1.4	0.4
Cc1ccc(NC(=O)CN2C(=O)NC(Cc3ccccc3)C2=O)c(Br)c1 (stereo unspecified)	-0.6	-7	-0.8	1	-0.2	x	-3	2.5	-0.3	-1.4	0.4
CCSc1ccccc1C(=O)NCc1ccc2c(c1)OCO2	-0.8	-1	-1.3	3	-1.4	-1	4	0.9	0.0	0.0	-0.8
CC(=O)NC(CC(=O)Nc1ccc2c(c1)OCCO2)c1ccccc1 (stereo unspecified)	2.9	-8	-0.6	9	1.1	3	2	3.2	-0.2	1.1	0.2
CCC(=O)NC(C)c1cc(Cl)c2ccccc2c1O (stereo unspecified)	0.3	-101	-0.6	-3	0.8	6	1	-0.3	2.4	1.4	-0.2
Cc1ccc2nc(-c3ccccc3N)[nH]c2c1	9.2*	i	0.9	1	-1.4	-5	7	22*	-1.0	2.9	5.1*
CCCNC(=O)C1(C)CCCN(Cc2c(F)cccc2F)C1 (stereo unspecified)	0.1	1	-1.4	-1	-0.5	1	0	-4.2	x	-1.4	-0.3
CCn1c(=O)c(C)nn2c3ccccc3nc12	-2.5	5	-1.3	0	-2.1	2	2	3.7	0.1	1.6	-0.1

Single values from the results shown:
Cc1ccc(NC(=O)CN2C(=O)NC(Cc3ccccc3)C2=O)c(Br)c1 (stereo unspecified) – sPLA2-III inh: 1
CCCNC(=O)C1(C)CCCN(Cc2c(F)cccc2F)C1 (stereo unspecified) – hgDAF-12 ag: -4.2

The results go on.
SMILES	hcDAF-12 act	PLCb3 inh	ssDAF12 agonist	sPLA2-III inh	PG9 Ab binder	Rev-erbA mod	SMARCA2 act	hgDAF-12 ag	DAX1 inh-1	FXN GAA850 act	DAX1 inh-2
CNC(=O)CN(c1ccc(C(C)C)cc1)S(C)(=O)=O	-1.3	0	-1.6	8	3.3	2	-1	0.9	0.0	3.1	-0.3
CSc1ncccc1C(=O)OCC(=O)c1cc2ccccc2o1	-0.9	-9	-1.2	-26	-0.4	9	0	1.9	-0.1	-0.4	0.1
O=C(N/N=C/c1c[nH]c2ccccc12)c1ccc(Br)cc1	7.3*	-51	1.1*	3	-1.8	5	1	2.9	-1.2	3.2	0.2
Cc1cc(NC(=O)COC(=O)c2c(C)noc2C)ccc1Br	-1.4	0	-0.9	-13	-1.2	10	1	-0.2	-1.3	-0.9	-0.4
COc1ccc2nc(SCC(=O)NC(C)(C)C)[nH]c2c1	-0.3	-1	-0.8	2	-1.3	-1	-1	4.7	-0.9	2.5	0.6
CCCS(=O)(=O)N1CCN(CC2CC3C=CC2C3)CC1 (stereo unspecified)	-1.3	0	-0.8	12	-2.6	3	1	-1.4	-0.7	-1.6	0.3
O=C(CCCn1cnc([N+](=O)[O-])n1)Nc1cccc(O)c1	3.9	4	-1.3	-2	-0.5	1	-2	0.9	x	0.4	0.3
Cc1ccc(C2C(C#N)=C3N=C(N)c4ccccc4N3C3=C2C(=O)CCC3)cc1 (stereo unspecified)	-1.8	-20	-0.5	-5	-1.4	-8	0	-3.2	-0.2	4.0	-0.7
O=C(CN1CCC(NC(=O)c2ccccc2F)CC1)Nc1ccc2c(c1)OCCO2	2.5	1	-1.2	-1	1.7	1	2	0.6	-1.8	-1.9	-1.5
CCCC(=O)Nc1nc2c(s1)COc1ccccc1-2	4.1	-2	-0.7	9	0.1	8	0	7.3	0.1	-0.4	0.3
O=C(Nc1ccc(N2CCCC2)c(Cl)c1)c1ccco1	3.3	-106	0.0	-5	-4.7	2	2	12*	-1.3	4.2	3.5
CC1CCCN(C(=O)Cn2c(=O)oc3cc(S(=O)(=O)N4CCCCC4)ccc32)C1 (stereo unspecified)	-0.2	2	-0.7	1	0.9	0	-2	-1.0	1.6	-1.1	2.1
COc1cccc(N2CCN(C(=O)CCC(=O)N3CCOc4ccc(C)cc43)CC2)c1	0.6	-2	-1.0	-5	-0.8	0	-3	5.5	-0.7	-3.2	-0.7
CC(O)(c1ccc(F)c(F)c1)c1nc(-c2ccoc2)cs1 (stereo unspecified)	0.0	-9	-0.4	-13	-1.0	0	-1	-0.8	x	2.3	-1.9
CCCCc1ccc(NC(=O)CSc2nc3ncccc3[nH]2)cc1	-4.2	-3	-1.4	-33	1.2	14	-2	-4.3	-3.0	0.3	-0.7
COc1ccc(Cc2c(C3CCCCC3)nc3c(Cl)cc(C(F)(F)F)cn23)c(C)c1	2.0	-23	-0.7	13	0.6	-3	-3	2.7	x	x	-1.1
CCOC(=O)c1csc(NC(=O)CSc2nnnn2-c2ccc(OC)cc2)n1	-0.6	0	-1.4	3	0.1	6	-2	-1.0	-0.4	0.2	-0.4
CC(c1ccccc1F)n1cc(C(=O)NCCc2ccco2)nn1 (stereo unspecified)	0.4	0	-1.1	-3	1.0	0	-4	-1.3	0.0	-1.2	0.3
COc1ccc(C(=O)c2ccc(N(C)C)cc2)c(OC)c1	0.0	-34	-1.5	-4	-1.2	0	-1	3.2	-3.0	-5.5	-2.9
Nc1cc(=O)[nH]c(SCC(=O)Nc2cc(S(=O)(=O)N3CCCCC3)ccc2Cl)n1	-0.2	-2	-1.5	-6	-1.9	1	3	0.8	0.3	0.2	0.5
Cc1ccc(C(C)n2cc(C(=O)NCc3ccccn3)nn2)cc1 (stereo unspecified)	-1.0	-10	-1.1	16	-0.4	1	-3	-0.3	-0.3	5.9	1.0
Cc1cccc(C)c1NC(=O)CN1CCN(C(=O)c2cc(C3CC3)nn2-c2ccccc2)CC1	-1.5	0	-1.6	-2	2.3	1	0	-1.2	-0.9	2.8	0.1
O=C(OCC(=O)N1CCOCC1)c1ccc2ccccc2c1	0.3	-11	-1.1	10	-2.5	5	-3	4.5	0.1	4.9	1.4
CC12CCC(C(=O)Nc3ccncc3)(CC1O)C2(C)C (stereo unspecified)	1.9	-5	-0.8	4	1.4	0	-2	0.0	0.9	1.5	-0.3
CC1=Nn2c(nnc2-c2ccco2)SC1	1.5	0	-0.5	2	0.8	1	-4	0.2	2.1	0.8	-0.9
COc1nc(C)ccc1-c1noc(-c2ccco2)n1	7.8*	1	0.7	0	-1.7	-3	7	15*	0.5	3.1	5.0*
O=C(COc1ccc(-c2nnco2)cc1)N1CCN(S(=O)(=O)c2ccc3ccccc3c2)CC1	-1.9	-2	-1.4	-10	-1.6	2	-1	1.8	-0.2	2.3	-0.5
O=C(CNS(=O)(=O)c1ccc(Br)cc1)NCc1cccnc1	-0.2	-8	-0.8	3	0.7	3	0	-1.6	0.0	-1.8	0.4
O=S1(=O)CC(N2CCN(c3ncccn3)CC2)CN1Cc1ccc(F)cc1 (stereo unspecified)	-0.9	2	-0.2	4	-3.5	-2	-1	1.6	x	x	-0.2
CCCOc1cccc(C(=O)Nc2ccc3c(c2)OCCO3)c1	6.3*	-5	0.6	4	-1.8	6	5	19*	-0.2	2.8	2.5
CC(C)COC(=O)c1cc(=O)[nH]c2ccccc12	-1.9	-76	-1.6	-2	0.4	5	1	1.1	1.8	-1.6	0.3
CC(=O)Nc1ccc(S(=O)(=O)N2CCSC2C(=O)O)cc1 (stereo unspecified)	-1.4	0	-0.1	2	0.3	2	0	-1.5	-0.4	2.1	-0.3
O=C(CCc1nc2ccccc2c(=O)[nH]1)Nc1nnc(SCc2ccccc2F)s1	3.8	-20	-0.2	9	-2.1	-6	3	8.6	0.9	4.0	1.6
Cc1ccc2c(=O)n3c(nc2c1)C(Cc1ccc(O)cc1)NC(=O)c1cccnc1-3 (stereo unspecified)	-0.9	1	-0.1	1	0.3	-7	0	-1.6	1.3	0.7	-0.1
CCC(=O)N(C1=C(NC(C)C)C(=O)c2ccccc2C1=O)C(C)C	0.0	-3	-1.1	10	-1.4	9	-1	-2.0	-1.6	1.8	-1.7
Cc1ccc(C(=O)NNC(=O)c2ccc(Br)s2)cc1S(=O)(=O)N1CCOCC1	2.3	-4	-0.7	-19	-1.1	4	0	-0.1	0.5	-0.6	-0.4
O=C(NCCO)C1(C(=O)C2CC2)CC(c2ccccc2C(F)(F)F)=NO1 (stereo unspecified)	1.9	-1	-0.3	1	x	4	-1	1.5	x	x	-0.3
O=C(NCCS(=O)(=O)N1CCCCCC1)c1ccc(F)cc1	-0.8	-7	-1.0	8	0.3	0	0	1.4	-2.0	0.0	-1.0
CCC1Sc2ccc(S(=O)(=O)CCC(=O)N3CCc4ccccc43)cc2NC1=O (stereo unspecified)	2.0	-5	-1.2	-3	-0.9	1	-1	4.8	0.2	3.3	0.6
C=CCN1C(=O)S/C(=C/c2ccsc2)C1=O	1.1	2	-1.1	-1	-1.8	6	4	5.2	0.5	3.9	0.2
COc1ccc2sc(-c3ccccc3OC)c(-c3ccc(OCCN(C)C)cc3)c2c1	2.3	-5	-0.9	10	-2.8	11	-5	0.9	0.2	-0.1	-0.5
Cc1cccc(Nc2ncnc3onc(-c4cccc(Cl)c4)c23)c1C	-2.2	-24	-1.4	-1	-1.0	4	0	-1.4	0.3	2.0	-0.2
CC1CCCN(C(=O)Cn2c3ccccc3c3nc4n(c(=O)c32)CCS4)C1 (stereo unspecified)	-1.0	-11	-0.4	2	-0.7	3	0	-1.7	-1.5	1.1	-0.7
O=C(Nc1ccccc1)c1cc([N+](=O)[O-])ccc1N1CCCCC1	-1.4	4	-0.7	1	-1.5	8	-3	-1.0	-0.4	2.2	-0.5
O=C(c1cccc(Br)c1)N1CCN(C(=O)N2CCCCC2)CC1	-2.1	1	-2.1	15	2.6	-2	1	-3.1	-0.8	-0.3	0.3
